Source: PubChem BioAssay
NR1D1 modulator: modulators of Rev-erb alpha DNA binding, primary screen, biochemical, FITC-DNA, fluorescence polarization, uHTS. Nuclear receptor subfamily 1 group D member 1 (Homo sapiens), P20393. Rev-erbα–FITC-DNA binding, 90 min. activity, % at 10 µM. 370,000 compounds, 0.79% hits. AID 1259318, 2017;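 active means activity above about 14%, limit read from the data; passing the limit was not always enough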;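 further: 0% = DMSO wells with 35 nM protein and 100% = DMSO wells with 750 nM protein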
Target sequence (P20393 whole entry, looked up): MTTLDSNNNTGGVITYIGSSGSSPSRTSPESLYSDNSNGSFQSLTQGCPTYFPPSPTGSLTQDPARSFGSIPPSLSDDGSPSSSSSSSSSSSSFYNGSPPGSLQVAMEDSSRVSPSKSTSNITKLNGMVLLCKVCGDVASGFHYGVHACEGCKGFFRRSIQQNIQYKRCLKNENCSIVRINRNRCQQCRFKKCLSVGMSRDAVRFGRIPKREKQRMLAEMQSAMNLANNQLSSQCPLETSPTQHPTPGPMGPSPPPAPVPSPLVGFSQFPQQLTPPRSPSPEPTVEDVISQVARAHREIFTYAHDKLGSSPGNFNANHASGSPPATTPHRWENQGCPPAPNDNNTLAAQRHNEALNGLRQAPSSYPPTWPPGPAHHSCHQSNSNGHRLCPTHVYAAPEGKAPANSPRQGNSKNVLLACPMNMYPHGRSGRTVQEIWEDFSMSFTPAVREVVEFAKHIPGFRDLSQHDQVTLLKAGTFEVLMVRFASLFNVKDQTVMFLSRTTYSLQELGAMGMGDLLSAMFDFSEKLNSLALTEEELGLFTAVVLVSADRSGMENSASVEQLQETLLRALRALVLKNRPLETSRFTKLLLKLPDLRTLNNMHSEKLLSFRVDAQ
TCR-CD3 inh: inhibitors of human TCR-CD3 interaction, primary screen, biochemical, fluorescence, TAMRA-labeled TCR probe; AID 651800, 2012; T-cell receptor (TCR); 360,000 compounds, 0.37% hits; inhibition, % at 9.4 µM; in the data active means inhibition above about 19%;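 further: recombinant mutant TCR 2C K166C tagged with TAMRA read by polarization; 0% = receptor in buffer alone and 100% = receptor with positive control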
mABHD4 FP: ABHD4 inhibitors, primary screen, biochemical, fluorescence polarization, mouse; inhibition, % at 8.92 µM; 370,000 compounds, 0.54% hits; purified mABHD4, FP-Rh probe fluorescence polarization; (Lyso)-N-acylphosphatidylethanolamine lipase (Mus musculus), Q8VD66;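 active means inhibition exceeding the mean over every tested compound plus 3 SD, cut at about 30% in these data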;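 further: 0% = plate median of compound wells and 100% = S159A mutant with DMSO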
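System: mouse ABHD4 enzyme, wild type / Medium: HEPES pH 7.0, NaCl, Pluronic buffer / Reagent: FP-Rh activity-based fluorescent probe / Control set: S159A mutant high control, sample median low control / Detection: fluorescence polarization with parallel and perpendicular emission, 525/598 nm / Schedule: 45 min + 60 min at 25 °C / Compound dosing: 8.92 µM, single dose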
PRMT1 FP inh: PRMT1 methyltransferase inhibitors, primary screen, biochemical, fluorescence polarization; Protein arginine N-methyltransferase 1 (Homo sapiens), Q99873; recombinant PRMT1, activity-based probe fluorescence polarization; inhibition, % at 2.79 µM; 370,000 compounds, 1.3% hits; AID 652257, 2013;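 active means inhibition above about 21% made by adding two undisclosed values, limit read from the data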
HTRA1 inhibitor: HTRA1 serine protease inhibitors, primary screen, biochemical, fluorescence polarization, HTS; Q92743; recombinant HTRA1, FP-rhodamine activity-based probe; inhibition, % at 5.96 µM; 340,000 compounds, 0.5% hits; AID 504803, 2011; in the data active means inhibition above about 36%;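 further: 0% = enzyme with DMSO and 100% = wells lacking enzyme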
Target sequence (Q92743 whole entry, looked up): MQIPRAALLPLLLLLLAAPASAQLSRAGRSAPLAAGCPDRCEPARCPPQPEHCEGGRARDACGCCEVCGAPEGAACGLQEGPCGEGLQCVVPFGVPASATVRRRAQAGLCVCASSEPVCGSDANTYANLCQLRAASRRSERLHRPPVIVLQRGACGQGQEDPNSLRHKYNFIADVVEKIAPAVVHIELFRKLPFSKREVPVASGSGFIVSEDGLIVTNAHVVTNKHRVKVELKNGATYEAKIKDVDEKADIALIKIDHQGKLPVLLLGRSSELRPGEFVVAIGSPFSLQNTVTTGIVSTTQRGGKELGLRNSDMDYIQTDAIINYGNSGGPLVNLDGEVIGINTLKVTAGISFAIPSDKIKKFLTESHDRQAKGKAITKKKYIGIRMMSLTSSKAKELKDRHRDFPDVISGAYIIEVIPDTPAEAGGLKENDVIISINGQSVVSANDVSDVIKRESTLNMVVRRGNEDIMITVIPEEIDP
rCAG RNA binder: binders of r(CAG) RNA repeats, primary screen, biochemical, fluorescence; 370,000 compounds, 1.3% hits; inhibition, % at 3 µM; r(CAG) RNA repeat, TO-PRO-1 dye displacement fluorescence;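 active means inhibition above the plate cutoff, the mean of all test compounds on that plate plus 3 SD, cut at about 35% in these data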;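 further: 0% = DMSO alone and 100% = 100 µM mitoxantrone as full dye displacement; higher means more dye released from RNA so lower well fluorescence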
PG9 binder: binders of HIV-1 gp120 antibody PG9, primary screen, biochemical, TR-FRET; 360,000 compounds, 0.43% hits; HIV-1 gp120 / PG9 antibody interaction; inhibition, % at 6.7 µM; TR-FRET gp120-PG9 antibody binding; in the data active means inhibition above about 8.5%
MBD2 inh: inhibitors of MBD2 binding to methylated DNA, primary screen, biochemical, TR-FRET, DNA-binding domain, human; MBD2 binding to methylated oligonucleotide; inhibition, % at 4.4 µM; 370,000 compounds, 0.31% hits; AID 686964, 2013; in the data active means inhibition above about 13%
LEDGF integ inh: blockers of LEDGF/p75-dependent integrase strand transfer – biochemical, TR-FRET, high throughput, primary screen. inhibition, % at 3.7 µM. TR-FRET IN-LEDGF/p75 DNA integration, Eu/Cy5. 370,000 compounds, 0.64% hits. HIV-1 integrase (with human LEDGF/p75);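 active means inhibition above the screen-wide mean plus 3 SD, cut at about 13% in these data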;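 further: signal is the Cy5 over europium emission ratio at 671 and 618 nm; 0% = plate median of compound wells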
UHRF1 binding: UHRF1 methylated DNA binding inhibitors, primary screen, counter-screen for MBD2 inhibitor project, biochemical, TR-FRET, human UHRF1, single concentration. 370,000 compounds, 0.75% hits. inhibition, % at 4.4 µM. E3 ubiquitin-protein ligase UHRF1 (Homo sapiens), Q96T88. UHRF1 binding to methylated oligo; in the data active means inhibition above about 21%;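 further: UHRF1 SRA domain binding a hemimethylated CpG hairpin DNA probe; 0% = median of test compound wells and 100% = reference inhibitor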
* hit, by the source's call; / = not tested or not shown. The list is partial; the hit share may differ from the screen's.

SMILES	NR1D1 modulator	TCR-CD3 inh	mABHD4 FP	PRMT1 FP inh	HTRA1 inhibitor	rCAG RNA binder	PG9 binder	MBD2 inh	LEDGF integ inh	UHRF1 binding
COc1ccc(CNC(=O)CCSCc2cccc(F)c2)cc1	7.0	2.7	-1.1	1.1	-5.1	-7.9	1.3	7.5	-2.9	-0.5
COc1ccc(N(C(=O)C2CCCCC2)S(=O)(=O)c2cccc3cccnc23)cc1	5.6	-2.5	-4.6	-3.0	-21.8	-4.8	-1.2	1.4	1.3	0.9
Cc1ccc(-c2nnn(CC(=O)N(c3ccccc3)C(C(=O)NC3CCCC3)c3ccncc3)n2)o1 (stereo not given)	-3.4	2.4	-6.0	-1.6	-5.2	1.3	0.2	2.0	-5.1	-1.1
Cc1cccc(NC(=O)COn2nnc3ccc(S(C)(=O)=O)cc32)c1	-0.6	-4.9	-0.1	2.0	-5.6	-1.5	-0.9	0.9	-2.9	-2.1
O=C1NC[C@@H](CCCCN2C[C@H](Cc3ccc(O)cc3)N(CC3CCCCC3)C(=O)C2=O)N(CC2CCCCC2)C1=O	5.4	6.1	3.9	0.0	/	2.4	1.6	-6.6	1.3	-1.5
Cc1ccc(N2C(=O)c3ccc(C(=O)N4CCN(c5ccccc5F)CC4)cc3C2=O)cc1	-1.1	9.8	-3.5	-5.5	-1.5	3.0	-0.3	-0.8	-2.1	-1.2
COc1ccc(C(=O)Nc2ccc(C(=O)NCC3CCCO3)cc2)c(OC)c1OC (stereo not given)	4.3	-7.8	-5.8	-0.5	5.4	-6.8	-0.5	-6.0	1.8	5.5
CC(=O)Nc1ccc(S(=O)(=O)Nc2nccc(C)n2)cc1	-1.9	-13.0	4.9	-0.3	3.5	5.3	0.8	-1.4	3.9	3.8
FC(F)(F)c1ccc(-c2cccc3c2C2CC3CCN2Cc2ccccc2)cc1 (stereo not given)	-2.1	3.9	0.4	-5.7	7.0	2.4	0.5	-1.8	-1.2	13.3
C#Cc1cccc(Nc2nc(NCc3ccccc3OC)nc3ccsc23)c1	0.0	3.0	-6.7	1.9	/	8.7	0.5	3.2	-1.6	-0.2
CC1(C)CC(=O)C=C(c2ccc(-c3ccc(OC(F)(F)F)cc3)cc2)C1=O	0.7	3.6	-4.3	0.3	-12.9	0.5	-1.8	-5.2	3.6	-1.2
Cc1ccccc1NC(=O)COC(=O)c1c(-c2ccccc2)noc1C	-3.6	3.4	6.0	-1.6	-4.1	1.3	0.4	3.8	-1.7	0.2
CN1C(=O)CC(C(=O)O)SC1=Nc1cc(Cl)cc(Cl)c1 (stereo not given)	-0.7	-7.6	-2.9	4.5	-0.6	0.2	-0.7	7.0	-4.3	5.8
Cc1cccc(C(=O)N[C@H](C(=O)Nc2nc3ccc(S(C)(=O)=O)cc3s2)C(C)C)c1	0.3	2.2	-11.8	2.1	-14.2	10.0	-0.1	10.9	-4.8	1.4
COCCN(Cc1nc2ccccc2c(=O)[nH]1)C(=O)COc1cccc(C(C)=O)c1	1.9	-6.3	-2.0	-2.6	-0.7	0.5	1.2	0.7	-2.8	-1.1
C#CC[N+](C)(C)C(C#Cc1ccccc1)CC=C (stereo not given)	0.7	4.5	0.1	-2.1	0.6	7.4	0.1	-3.2	4.3	-2.4
C[C@@H]1CN([C@@H](C)CO)C(=O)CCCn2nncc2CO[C@H]1CN(C)S(=O)(=O)c1cn(C)cn1	-1.4	-0.7	-3.6	-0.4	6.0	2.2	2.9	3.3	0.8	-2.5
Cc1onc2c(=O)n(-c3ccccc3)nc(-c3ccccc3)c12	2.1	-12.5	-3.6	0.5	2.7	-2.8	-0.9	0.0	-2.9	4.8
CN(C(=O)CSc1nc(O)cc(=O)n1-c1ccccc1F)c1ccccc1	-1.1	6.0	-36.4	8.1	-3.1	10.3	-0.8	3.3	-0.1	-0.5
OCC1(Cc2ccccc2)CCN(Cc2ccc(C(F)(F)F)cc2)CC1	-5.8	-5.4	5.2	3.7	-9.7	-10.2	-1.0	2.4	-3.4	2.1
Cc1ccc(-c2csc(NC(=O)Cn3cnc4c3c(=O)n(C)c(=O)n4C)n2)cc1C	-6.2	-7.0	9.2	-1.6	-5.8	20.5	-1.0	0.6	0.3	-3.1
COC(=O)c1cccc(NC(=O)c2cccc(N3C(=O)CCC3=O)c2)c1	-3.5	2.8	4.9	-1.9	-4.3	-0.8	-1.0	13.4*	-1.9	17.8
O=[N+]([O-])c1ccccc1OCc1nc(-c2cccs2)no1	3.4	0.0	-5.0	2.2	-3.6	-2.0	-0.4	4.0	0.4	-1.6
COc1ccccc1C1CC(c2ccccc2)=NN1C(=O)c1ccccc1 (stereo not given)	1.8	2.1	-10.8	-1.7	-30.0	-5.7	0.7	3.5	-5.5	-1.4
Nc1c(Cl)cc(Cl)cc1C(=O)OCC(=O)N1CCCC1	-3.2	0.0	-3.0	-2.7	-1.2	2.6	-1.1	1.2	-0.4	-1.4
O=C(NCc1ccccc1)c1onc(CSc2ccccc2)c1C(=O)NCC1CC1	3.1	7.7	-20.9	0.7	-59.6	-1.2	0.2	0.2	-0.3	-1.5
CCCCCC(=O)N1C[C@H](O)[C@@H](n2cc(COC(=O)c3ccccc3)nn2)C[C@@H]1c1ccc(C)cc1	3.3	-0.4	-20.8	-3.5	-49.6	3.8	0.1	-1.4	1.8	1.4
O=c1[nH]c(SCc2ccc(Cl)cc2)nc2ccsc12	-6.2	2.0	1.1	-3.9	/	4.6	-1.0	0.8	6.0	-1.9
O=[N+]([O-])c1ccc(Oc2cccc(F)c2)c2ccncc12	13.8*	-4.3	2.4	-0.1	0.9	2.2	-0.7	8.9	-1.8	-0.9
O=C(NCCO)c1ccc2c(c1)S(=O)(=O)c1ccccc1C2=O	0.3	3.0	10.4	1.1	3.4	1.2	-0.9	-3.1	2.7	0.2
CCc1nc(C)c(C(=O)N2CCCC(C(=O)Nc3cccc(-c4cccc(C)c4)c3)C2)o1 (stereo not given)	-5.8	0.9	-9.5	1.8	-16.8	-4.5	0.1	-2.3	0.2	0.2
CCCC(=O)N(CCN1CCOCC1)c1nc2c(C)ccc(C)c2s1	2.1	3.4	-6.4	-1.4	-5.8	-6.1	0.0	-1.3	1.6	-2.3
CC1=C/C(=N\N=C2\NC(=O)C(CC(=O)Nc3ccccc3)S2)CC(C)(C)C1 (stereo not given)	3.4	-0.1	-3.3	-2.3	-5.8	7.7	-1.4	-3.3	-3.5	-4.4
CCN(CC(=O)Nc1cc(Cl)ccc1C)C(=O)CCOc1ccc(C)cc1	-0.3	-1.2	-4.2	3.5	-3.9	-2.8	1.4	-0.6	-1.0	-0.8
c1ccc(-c2nnc(Cn3c4ccccc4c4nc5ccccc5nc43)o2)cc1	-10.2	1.5	-0.1	-3.9	9.6	-0.6	1.1	2.3	1.6	-4.3
CCCc1cc(=O)c2c(O)cccc2o1	7.7	1.0	3.9	-1.3	-1.3	0.1	0.4	6.2	-4.1	-0.3
Cc1ccc(C(O)CN2C3=NCCN3c3ccccc32)cc1 (stereo not given)	2.9	-8.4	-0.6	-0.8	-2.3	2.1	0.0	-4.1	1.5	-1.9
CCOC(=O)C1=CNS(=O)(=O)NC1c1ccccc1 (stereo not given)	-4.2	2.3	0.2	4.6	3.8	-0.3	-0.2	4.2	3.2	2.7
O=C(NNC(=O)c1ccc[nH]1)Nc1cccc(C(F)(F)F)c1	9.2	1.1	3.8	2.5	3.2	-0.6	0.4	6.5	-3.6	-0.4
Cc1ccc(NC(=O)COc2ccccc2)cc1S(=O)(=O)N1CCCCCC1	-2.1	8.3	-15.3	-7.7	-22.5	1.1	0.6	-6.5	4.6	-4.3
COc1ccc(-c2cc(C(=O)Nc3sc4c(c3C#N)CCCC4)c3ccccc3n2)cc1OC	-1.4	9.2	-4.5	-0.5	-2.3	2.6	-0.5	-4.8	-0.7	-1.5
N#Cc1cc2c(nc1SCC(=O)O)CCCC2	-0.4	-4.7	-2.5	3.1	-11.1	2.3	-1.5	-3.1	2.9	1.7
C/C(=N\NC(=O)Cc1c(C)[nH][nH]c1=O)c1cccc(Br)c1	1.4	-8.2	1.7	0.2	2.7	1.0	-1.1	-2.6	1.2	-3.8
CCCc1c(-c2ccc(OC)cc2)ncn1CCc1ccccc1OC	-2.1	0.2	3.2	4.8	/	-0.4	-0.1	8.5	2.6	3.2
CCOc1cccc2sc(N(CCN(C)C)C(=O)c3cc4ccccc4cc3OC)nc12	0.4	-3.6	9.0	-2.8	-27.6	-1.8	-0.9	1.1	0.7	6.3
Cc1c(CCO)c(=O)[nH]n1C(=O)c1c(F)cccc1F	-4.3	1.6	-3.3	-0.9	2.3	-1.1	-0.9	-3.4	1.3	2.0
CC12CCC(CC1O)C2C(=O)O (stereo not given)	5.4	6.9	1.0	3.3	5.8	0.9	-0.6	-1.1	1.9	-0.1
O=C(Nn1cnnc1)C1Cc2ccccc2CN1S(=O)(=O)c1ccc(F)cc1 (stereo not given)	-5.3	-8.0	-14.4	4.5	-5.7	5.0	0.1	3.9	-3.4	8.8
CS(=O)(=O)Cc1ccc(C(=O)NC2CCSc3ccccc32)cc1 (stereo not given)	-2.3	0.9	-9.6	-1.5	-0.2	5.0	0.9	-1.4	5.1	1.4
Fc1ccc(COc2ccccc2CNCc2ccncc2)cc1	-2.2	-4.8	0.0	-0.6	2.8	-6.2	-0.8	4.4	1.2	-0.9

Complete entries, looked up by structure.
Shown for CC12CCC(CC1O)C2C(=O)O (stereo not given) = NR1D1 modulator = 5.4; TCR-CD3 inh = 6.9; mABHD4 FP = 1.0; PRMT1 FP inh = 3.3; HTRA1 inhibitor = 5.8; rCAG RNA binder = 0.9; PG9 binder = -0.6; MBD2 inh = -1.1; LEDGF integ inh = 1.9; UHRF1 binding = -0.1
Shown for CCCc1c(-c2ccc(OC)cc2)ncn1CCc1ccccc1OC = NR1D1 modulator = -2.1; TCR-CD3 inh = 0.2; mABHD4 FP = 3.2; PRMT1 FP inh = 4.8; HTRA1 inhibitor = /; rCAG RNA binder = -0.4; PG9 binder = -0.1; MBD2 inh = 8.5; LEDGF integ inh = 2.6; UHRF1 binding = 3.2
Shown for CS(=O)(=O)Cc1ccc(C(=O)NC2CCSc3ccccc32)cc1 (stereo not given) = NR1D1 modulator = -2.3; TCR-CD3 inh = 0.9; mABHD4 FP = -9.6; PRMT1 FP inh = -1.5; HTRA1 inhibitor = -0.2; rCAG RNA binder = 5.0; PG9 binder = 0.9; MBD2 inh = -1.4; LEDGF integ inh = 5.1; UHRF1 binding = 1.4
